# TCR CD3 inh – inhibitors of human TCR-CD3 interaction | inhibition, % at 9.4 µM | actives 0.37% (n = 360,000) | TAMRA-labeled TCR probe fluorescence, biochemical; in the data active = inhibition above about 19%;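 also: recombinant mutant TCR 2C K166C tagged with TAMRA read by polarization; 0% = receptor in buffer alone and 100% = receptor with positive control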
# TDP2 absorb – blocks human TDP2 phosphodiesterase activity; recombinant TDP2, T5PNP hydrolysis, p-nitrophenol absorbance 415 nm; inhibition, % at 12.8 µM; actives 0.34% (n = 370,000);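 active = inhibition above the mean of all tested compounds plus 3 SD, set per campaign, cut at about 25% in these data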;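 also: 0% = DMSO with enzyme and 100% = buffer with substrate but no TDP2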
#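 Material: recombinant human TDP2; quantity: TDP2 enzyme at 120 nM final; medium: Tris-HCl pH 7.5 with MgCl2; compound: single concentration, 12.8 µM nominal, with 1% DMSO; incubation: 2 h enzyme incubation at 37 °C; signal: epi absorbance; measure: percent inhibition; benchmarks: high control without enzyme, low control DMSO plus TDP2; repeats: singlicate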
# HTRA1 inh – inhibitors of human serine peptidase HTRA1; Q92743; recombinant HTRA1, FP-rhodamine activity-based probe, fluorescence polarization; inhibition, % at 5.96 µM; actives 0.5% (n = 340,000); AID 504803; in the data active = inhibition above about 36%;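 also: 0% = enzyme with DMSO and 100% = wells lacking enzyme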
# PG9 binder – small molecules binding HIV-1 gp120 antibody PG9 | TR-FRET gp120-PG9 antibody binding | inhibition, % at 6.7 µM | actives 0.43% (n = 360,000) | AID 624416; in the data active = inhibition above about 8.5%
# Rev-erbA mod – modulates human Rev-erb alpha binding to DNA; P20393; Rev-erbα–FITC-DNA binding, fluorescence polarization, 90 min; activity, % at 10 µM; actives 0.79% (n = 370,000);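 active = activity above about 14%, limit read from the data; passing the limit was not always enough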;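 also: 0% = DMSO wells with 35 nM protein and 100% = DMSO wells with 750 nM protein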
# Target sequence (P20393 whole entry, looked up): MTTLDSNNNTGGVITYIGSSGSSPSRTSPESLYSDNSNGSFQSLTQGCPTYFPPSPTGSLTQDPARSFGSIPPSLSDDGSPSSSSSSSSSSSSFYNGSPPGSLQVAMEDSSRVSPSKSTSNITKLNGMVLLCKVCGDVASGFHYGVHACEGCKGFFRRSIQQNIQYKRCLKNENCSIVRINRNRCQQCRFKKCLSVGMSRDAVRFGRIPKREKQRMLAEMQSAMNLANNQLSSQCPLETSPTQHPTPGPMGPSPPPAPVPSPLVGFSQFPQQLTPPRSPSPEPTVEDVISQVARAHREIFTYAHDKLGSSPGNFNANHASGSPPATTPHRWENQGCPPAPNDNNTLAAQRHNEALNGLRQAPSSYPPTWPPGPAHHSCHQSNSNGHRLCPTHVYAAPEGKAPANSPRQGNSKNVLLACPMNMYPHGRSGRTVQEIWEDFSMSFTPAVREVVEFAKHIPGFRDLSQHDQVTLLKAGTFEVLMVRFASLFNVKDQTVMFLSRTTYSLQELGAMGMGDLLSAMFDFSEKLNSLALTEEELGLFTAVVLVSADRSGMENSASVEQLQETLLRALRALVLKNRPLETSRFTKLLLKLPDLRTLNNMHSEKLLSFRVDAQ
# SIAE inh – blocks human sialic acid acetylesterase | SIAE FP-Rh probe binding, fluorescence polarization | inhibition, % at 9.66 µM | actives 0.69% (n = 370,000);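 active = inhibition above a cutoff: mean of compounds within the control limits plus 3 SD of those, cut at about 17% in these data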;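 also: 0% = plate median of compound wells and 100% = probe without SIAE protein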
# PRMT1 FP inh – blocks human protein arginine methyltransferase 1; Q99873; recombinant PRMT1, activity-based probe fluorescence polarization; inhibition, % at 2.79 µM; actives 1.3% (n = 370,000); AID 652257;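 active = inhibition above about 21% made by adding two undisclosed values, limit read from the data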
# Target sequence (Q99873 whole entry, looked up): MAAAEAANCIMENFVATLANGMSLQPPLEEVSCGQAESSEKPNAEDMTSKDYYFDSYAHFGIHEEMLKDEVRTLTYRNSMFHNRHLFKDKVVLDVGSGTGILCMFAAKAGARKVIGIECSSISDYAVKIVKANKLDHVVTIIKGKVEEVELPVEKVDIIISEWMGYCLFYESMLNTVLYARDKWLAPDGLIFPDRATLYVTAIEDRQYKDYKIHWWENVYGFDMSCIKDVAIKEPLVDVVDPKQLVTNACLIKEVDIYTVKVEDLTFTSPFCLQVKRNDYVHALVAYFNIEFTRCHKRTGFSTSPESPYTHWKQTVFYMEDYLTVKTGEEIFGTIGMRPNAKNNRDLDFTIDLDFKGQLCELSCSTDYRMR
# LEDGF integ inh – blocks HIV-1 LEDGF/p75-dependent DNA integration; TR-FRET IN-LEDGF/p75 DNA integration, Eu/Cy5; inhibition, % at 3.7 µM; actives 0.64% (n = 370,000);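 active = inhibition above the screen-wide mean plus 3 SD, cut at about 13% in these data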;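 also: signal is the Cy5 over europium emission ratio at 671 and 618 nm; 0% = plate median of compound wells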
# rCAG RNA binder – r(CAG) repeat RNA binding | TO-PRO-1 dye displacement fluorescence | inhibition, % at 3 µM | actives 1.3% (n = 370,000);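 active = inhibition above the plate cutoff, the mean of all test compounds on that plate plus 3 SD, cut at about 35% in these data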;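 also: 0% = DMSO alone and 100% = 100 µM mitoxantrone as full dye displacement; higher means more dye released from RNA so lower well fluorescence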
# mABHD4 FP – ABHD4 (mouse) inhibition, primary FP screen. inhibition, % at 8.92 µM. purified mABHD4, FP-Rh probe fluorescence polarization. actives 0.54% (n = 370,000). Q8VD66;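 active = inhibition exceeding the mean over every tested compound plus 3 SD, cut at about 30% in these data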;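 also: 0% = plate median of compound wells and 100% = S159A mutant with DMSO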
#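 system = mouse ABHD4 enzyme, wild type | medium = HEPES pH 7.0, NaCl, Pluronic buffer | also added = FP-Rh probe | incubation = Enzyme–compound pre-incubation 45 min, then probe 60 min, both 25 °C | technique = fluorescence polarization, excitation 525 nm, emission 598 nm, BODIPY TMR filters | controls = S159A mutant high control, sample median low control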
# Numbers without * were called inactive; x = not tested or not shown; & = joins results of further samples.
SMILES,TCR CD3 inh,TDP2 absorb,HTRA1 inh,PG9 binder,Rev-erbA mod,SIAE inh,PRMT1 FP inh,LEDGF integ inh,rCAG RNA binder,mABHD4 FP
O=C1Cc2cc(S(=O)(=O)N3CCN(c4cccc(Cl)c4)CC3)ccc2N1,-5,-12,-26,2.5,-5,5,-5,6,12,-11
CCc1ccc(CN(C)C(=O)c2cc(COc3ccc(-n4cncn4)cc3)on2)cc1,4,1,-17,0.9,-4,-3,-5,4,-2,-7
Cc1cc(C)c[n+](-c2nc3ccccc3nc2C(=C=[N-])C#N)c1,3&-5,0&0,0&6,-4.2&-4.7,3&6,-4&-2,-1&2,-2&1,1&1,0&-4
Cc1cccc(C(=O)N[C@H]2CC[C@@]34CCCN3C(=O)CCC[C@H]4[C@H]2C)c1,x,-5,x,x,-3,2,-6,2,x,4
CCOc1cc(Cl)c(S(=O)(=O)NCCCN2CCOCC2)cc1Cl,-1,-4,-5,0.0,0,-2,-3,-4,-3,-5
CCC(C)[C@H]1CNC(=O)C(=O)N1CC(C)(C)C (stereo not given in full),5,4,x,2.3,-10,6,-1,-2,2,4
O=C1c2cc(Cl)ccc2-c2c(O)cc(Cl)cc21,0,-8,-11,-1.4,1,-3,1,0,18,11
CC(=O)c1cn(CC(=O)Nc2ccccc2F)c2ccccc12,3,-9,3,0.3,-3,-2,2,3,1,-3
Nc1ncnc2c1nc(Br)n2[C@@H]1O[C@@H]2COP(=O)(O)O[C@H]2[C@H]1O,-3,8,3,-2.8,-2,-5,1,-1,-1,6
O=C(c1cc2ccccc2o1)c1nc2c(n1O)CCCCC2,2,-14,-4,-1.3,-2,2,2,-1,1,5
CC(=O)Nc1ccc(S(=O)(=O)NCC(=O)OCC(=O)NCCc2ccccc2)cc1,0,-4,8,-0.8,7,-1,-2,-1,1,-1
COc1ccc(CCN2CC(C(=O)OCC(=O)N(C)Cc3ccccc3)CC2=O)cc1OC (stereo not given),0,-10,8,1.0,-5,-7,-5,7,-2,-6
CN(C)S(=O)(=O)c1ccc(C(=O)Nc2ccccc2C(=O)NCCCN2CCOCC2)cc1,0,-7,9,0.1,6,-8,1,0,2,-12
CCOc1ccc(NC(=O)c2sc3nc4n(c(=O)c3c2C)CCC4)cc1,4,-4,1,-4.0,8,-5,-3,3,0,-4
Cc1ccc(CNc2oc(C)nc2C#N)cc1,3,-7,-1,0.8,-2,2,-5,-4,2,-3
Cc1cc2c(OCC(O)CN3CCCCC3)cccc2[nH]1 (stereo not given),3,-11,13,-4.0,3,11,4,-7,-5,0
Cc1ccc(NC(=O)c2nc[nH]c2C(=O)N2CCC(C)CC2)cc1,-3,-4,-4,2.4,-2,4,0,-4,1,-9
Cc1c(C(=O)C(=O)NCCc2ccc(S(N)(=O)=O)cc2)c2ccccc2n1C,5,-8,-4,-3.0,2,-2,-1,1,0,5
CN(c1ccccc1)S(=O)(=O)c1cccc(NC(=O)COc2cccc([N+](=O)[O-])c2)c1,-2,-8,-29,0.1,5,-14,2,-6,9,-15
COC(=O)c1cccc2nc3c(C(C)O)cccc3nc12 (stereo not given),-8,-15,8,-6.6,-1,-8,13,2,0,-8
COCC1CCCN(C(=O)c2ccc3oc(Cc4ccc(Cl)cc4)nc3c2)C1 (stereo not given),0,-8,-2,-0.6,-3,-2,-1,1,-8,4
CCCCSc1nc(C)nc2c1c(=O)n(C)c(=O)n2C,-4,4,-8,-0.6,1,-6,8,-3,-1,3
O=C(c1ccc(Cl)cc1)c1cnc(Nc2ccccc2Cl)s1,-1,2,-29,6.4,35*,-22,6,0,1,5
COc1ccc(N2CCN(C(=S)NC(C)c3ccccc3)CC2)cc1 (stereo not given),5,-1,-10,-0.7,-8,1,2,1,-3,-6
O=C(NCC(=O)N1CCN(S(=O)(=O)c2c(F)cccc2F)CC1)c1ccccc1F,8,10,0,0.8,-5,1,-2,0,-3,3

# Quoted from the entries so far (12 entries):
SMILES,TCR CD3 inh,TDP2 absorb,HTRA1 inh,PG9 binder,Rev-erbA mod,SIAE inh,PRMT1 FP inh,LEDGF integ inh,rCAG RNA binder,mABHD4 FP
O=C1Cc2cc(S(=O)(=O)N3CCN(c4cccc(Cl)c4)CC3)ccc2N1,-5,-12,-26,2.5,-5,5,-5,6,12,-11
CCc1ccc(CN(C)C(=O)c2cc(COc3ccc(-n4cncn4)cc3)on2)cc1,4,1,-17,0.9,-4,-3,-5,4,-2,-7
Cc1cc(C)c[n+](-c2nc3ccccc3nc2C(=C=[N-])C#N)c1,3&-5,0&0,0&6,-4.2&-4.7,3&6,-4&-2,-1&2,-2&1,1&1,0&-4
Cc1cccc(C(=O)N[C@H]2CC[C@@]34CCCN3C(=O)CCC[C@H]4[C@H]2C)c1,x,-5,x,x,-3,2,-6,2,x,4
CCOc1cc(Cl)c(S(=O)(=O)NCCCN2CCOCC2)cc1Cl,-1,-4,-5,0.0,0,-2,-3,-4,-3,-5
CCC(C)[C@H]1CNC(=O)C(=O)N1CC(C)(C)C (stereo not given in full),5,4,x,2.3,-10,6,-1,-2,2,4
O=C1c2cc(Cl)ccc2-c2c(O)cc(Cl)cc21,0,-8,-11,-1.4,1,-3,1,0,18,11
CC(=O)c1cn(CC(=O)Nc2ccccc2F)c2ccccc12,3,-9,3,0.3,-3,-2,2,3,1,-3
Nc1ncnc2c1nc(Br)n2[C@@H]1O[C@@H]2COP(=O)(O)O[C@H]2[C@H]1O,-3,8,3,-2.8,-2,-5,1,-1,-1,6
O=C(c1cc2ccccc2o1)c1nc2c(n1O)CCCCC2,2,-14,-4,-1.3,-2,2,2,-1,1,5
CC(=O)Nc1ccc(S(=O)(=O)NCC(=O)OCC(=O)NCCc2ccccc2)cc1,0,-4,8,-0.8,7,-1,-2,-1,1,-1
COc1ccc(CCN2CC(C(=O)OCC(=O)N(C)Cc3ccccc3)CC2=O)cc1OC (stereo not given),0,-10,8,1.0,-5,-7,-5,7,-2,-6

# Later entries.
SMILES,TCR CD3 inh,TDP2 absorb,HTRA1 inh,PG9 binder,Rev-erbA mod,SIAE inh,PRMT1 FP inh,LEDGF integ inh,rCAG RNA binder,mABHD4 FP
O=c1c2ccsc2ncn1Cc1ccc(Cl)cc1,0,4,-3,1.5,-7,11,1,0,3,0
O=C(Nc1nc(-c2cccs2)cs1)c1ccc([N+](=O)[O-])o1,2,-6,-70,-4.9,8,-1,0,4,12,18
O=C(COC(=O)CCS(=O)(=O)c1ccc(Cl)cc1)NCCc1ccccc1,-4,9,3,0.3,-3,3,-1,0,-7,4
CCCCOc1ccc(C(=O)N/C(=C\c2cccc([N+](=O)[O-])c2)C(=O)OCc2ccco2)cc1,2,8,-11,1.1,2,-2,1,2,8,-1
N#Cc1c(-c2ccccc2)cc(-c2ccccc2)nc1SCC(=O)NCC(=O)O,5,9,-6,2.1,4,-10,2,2,41*,-2
CSc1ccccc1C(=O)NC1CCCN(Cc2ccccc2F)C1 (stereo not given),1,-7,10,-0.3,-1,2,1,4,-4,1
O=C(Nc1ccccc1N1CCCCC1)C1CCN(S(=O)(=O)c2ccccc2C(F)(F)F)CC1,2,3,-22,0.2,2,1,0,-1,-1,-24
CCOC(=O)CN(c1ccccc1)S(=O)(=O)c1ccc(F)cc1,-2,-6,1,0.0,1,1,-2,8,-1,-6
O=C(O)CSc1nc2sc3c(c2c(=O)n1-c1ccccc1)CCC3,-3,-4,0,0.1,-2,3,6,0,6,1
CCOc1ccc(CNC(=O)c2ccc(Sc3ccc(Cl)cc3)c(NC(C)=O)c2)cc1,10,3,-44,-0.1,0,-9,-3,0,6,-17
N#Cc1ccccc1/C=N/Nc1nc(-c2ccccc2)c2cc(Br)ccc2n1,3,4,-10,-0.7,-23,-2,-3,-1,1,2
COCCC(=O)N1CCC(Oc2ccc(C(=O)NCCn3cccn3)cc2)CC1,0,-16,-5,-0.3,-9,-3,-1,5,-1,-5
Cc1ccc(S(=O)(=O)NCc2nc3nc(C)cc(C)n3n2)c(C)c1,5,-3,12,1.9,-7,-2,4,0,1,4
CCOC(=O)CNC(=O)CN1CCCN(S(=O)(=O)c2ccc(Br)s2)CC1,6,4,2,-0.1,-5,-2,0,1,-1,2
COc1ccc(N(CC(=O)Nc2cccc(C)c2C)S(=O)(=O)c2c(C)n[nH]c2C)cc1,8,4,-1,-2.8,7,-4,-3,-3,-2,-3
C[C@]12C=CC(=O)C=C1CC[C@@H]1C2C(O)C[C@@]2(C)C1CC[C@]2(O)C(=O)COC(=O)CCC(=O)NC(CC(=O)O)C(=O)O (stereo not given in full),4,2,3,-0.8,2,4,1,5,3,7
COc1cccc(CN=C2Nc3ccccc3CS2)c1,-3,8,3,-1.3,5,5,0,1,-2,4
CCCCC(=O)Nc1ccc(C(=O)c2ccccc2)cc1,-6,-5,-5,-0.9,-1,-5,4,-1,-5,-14
O=C(O)Cn1nc(-c2ccc(F)cc2)oc1=O,0,0,1,2.6,-3,15,-3,3,1,-109
CC(C)C[C@H](NC(=O)c1nc[nH]c1C(=O)N1CCN(C(=O)OC(C)(C)C)CC1)C(=O)OC(C)(C)C,0,-1,2,-1.0,0,6,-2,3,-7,3
CCN1CCCC1Cn1cnc2c([nH]c3ccc(C)cc32)c1=O (stereo not given),6,6,-6,0.4,-2,5,-5,4,1,-2
Fc1ccc(NC(=S)Nc2ccccc2N2CCOCC2)cc1Cl,-8,-25,5,-1.6,1,-7,7,-6,1,-7
O=C1CC(c2ccccc2F)c2cc3c(cc2N1)CCC3 (stereo not given),4,-6,-14,2.2,0,5,-2,3,-3,-3
CC1(C(=O)NS(=O)(=O)c2ccc(Cl)cc2)CCN1C(=O)C1(c2ccc(Cl)cc2)CC1 (stereo not given),4,-4,x,0.7,-6,4,1,-6,46*,6
COc1ccc(S(=O)(=O)NCCC(=O)Nc2ccc(C)cc2)cc1,7,22,3,1.2,4,0,-3,-1,2,1
CCOc1ccccc1C(=O)Nc1c[nH]c(=O)[nH]c1=O,-5,3,3,-0.5,7,4,-2,0,-1,-2
COCCCNC(=O)c1cc2cc([N+](=O)[O-])cc(OC)c2oc1=O,10,-9,9,0.5,1,-10,0,0,2,4
CCN1CCN(C(=O)CN(c2ccc(F)c(Cl)c2)S(C)(=O)=O)CC1,0,9,-2,-1.8,-3,0,1,0,-3,2
CCc1nc2ccc(C)cc2c(C(=O)NC2CCCCC2C)c1C (stereo not given),0,-4,-14,-0.3,-4,-4,-2,-1,-7,4
O=C(c1cccs1)N1CCC(Cc2ccccc2)CC1,0,2,-3,0.5,7,2,-1,-1,-6,-7

# Screening results (PubChem)

# Only part of the results is shown; rates above refer to the full screens.
